PAX8 inh HTS = inhibitors of PAX8 transcriptional activity in RMG-I cells; RMG-I TPO-luciferase reporter, SteadyGlo, 24 h; inhibition, % at 12.6 µM; hit rate 1.2% among 360,000; AID 652154;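 active = mean replicate inhibition at least 60% with every replicate also reaching 60%; inconclusive = only one of the two criteria is met; inactive = mean below 60% and not all replicates reaching 60%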;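 also: luciferase light reporting Pax8 driven TPO promoter activity; plate controls were median of neutral control wells for no effect and mitoxantrone controls for full effect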
GSIS activator = GLuc luminescence reporter in INS-1E cells, primary screen for activators of glucose-dependent secretion of insulin. INS-1E GLuc reporter insulin secretion, 2-3 h. activation, % at 16.6 µM. hit rate 0.61% among 370,000. AID 743287;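 active = lowest replicate activation of at least 40%, so every replicate reaches that level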;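 also: 0% = median of neutral control wells and 100% = median of IBMX positive control wells; some compounds called inactive have numbers as strong as hits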
Cneo AK release = causes C. neoformans cell lysis; adenylate kinase release luminescence, 4 h; normalised: neutral wells 0, clomiphene wells 100; lysis activity, % at 15 µM; hit rate 0.2% among 360,000;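 active = mean lysis activity across replicates of at least 80%, whatever share of replicates individually reach that level; inactive = mean lysis activity below 80%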
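Material: C. neoformans cells | Amount: Yeast cell density of 5 × 10^6 cells/mL | Medium: Fresh YPD growth medium | Dosing: Single dose | Times: Static 4 h at 37 °C with compound, 1 h detection | Detection: AK luminescence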
ARNT-TACC3 inh = ARNT/TACC3 interaction disruption. Q9Y6A5. AlphaScreen His-ARNT PAS-B/GST-TACC3 binding, luminescence; TACC3 fragment carries E629A point mutation. inhibition, % at 9.99 µM. hit rate 0.66% among 390,000;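 active = mean inhibition of replicates at least 50% and at least half of replicates each reaching 50%; inconclusive = half or more replicates reach 50% but mean below 50%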;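 also: 0% = complete ARNT plus TACC3 wells and 100% = ARNT alone without TACC3; many hits fall short of the cut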
PGC1a acetyl inh = PGC1a acetylation modulation, inhibitor mode; U2OS PGC1a acetylation, AlphaScreen anti-acetyl-lysine; with virally co-expressed GCN5 acetyltransferase; inhibition, % at 15.6 µM; hit rate 0.17% among 350,000; AID 651687;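 active = every replicate shows inhibition of at least 40%; inconclusive = mean inhibition at least 40% but some replicate below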;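 also: 0% = neutral control wells and 100% = positive control wells; some results beyond the cut were filed as inactive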
C2C12 statin = suppressors of simvastatin-induced myotoxicity in C2C12 myotubes; ATP luminescence, 48 h; scaled: DMSO 0, geranylgeraniol control 100; rescue of ATP level, % at 7.49 µM; hit rate 0.78% among 330,000;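 active = mean ATP rescue above about 67%, or every replicate alone reaching that limit, limit read from the data, passing the limit was not always enough; inconclusive = no clear call, values can overlap the other calls; inactive = mean under the limit and some replicate under it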;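 also: myotubes were challenged with 10 µM simvastatin during compound exposure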
PglD inh = PglD (C. jejuni) enzyme inhibition; purified PglD enzyme, DTNB colorimetric CoA detection; inhibition, % at 12.5 µM; hit rate 0.098% among 360,000; AID 602405; in the data active = inhibition above about 16%, passing the limit was not always enough; inconclusive = no clear call, values can overlap the other calls; also: strong numbers were not always called active
LGR2 antag = blocks bursicon-induced cAMP signaling via Drosophila LGR2; hit rate 0.35% among 380,000; inhibition, % at 9.99 µM; AID 720647; HEK293 LGR2, CRE-luciferase, bursicon-stimulated, 4 h;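 active = drop in luminescence signal, shown as inhibition above about 50% in the replicate tests, limit read from the data, passing the limit was not always enough; inconclusive = probably only some replicates passing the limit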;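 also: agonist challenge used bursicon conditioned medium at about half maximal strength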
* = called active by the depositor; ? = inconclusive; nt = not tested or not shown; & = joins results of further samples.

compound,PAX8 inh HTS,GSIS activator,Cneo AK release,ARNT-TACC3 inh,PGC1a acetyl inh,C2C12 statin,PglD inh,LGR2 antag
Nn1c(SCC(=O)NCCCc2ccccc2)nnc1-c1cccnc1,5,-3,-8,-2,-4,-2,-5,12
Clc1ccc(-n2nnnc2-c2ccccc2)cc1Cl,nt,14,0,-12,2,12,-1,8
Cc1cc(C)c(NC(=S)N(CCCN2CCN(C)CC2)Cc2cccs2)c(C)c1,-9,8,-4,4,nt,-6,-7,-8
CC(=O)Nc1cc(-c2ccc(N3CCN(C)CC3)cc2)cn2c(-c3ccc(S(C)(=O)=O)cc3)cnc12,-10,nt,17,nt,nt,0,0,nt
C/C(=N\OCC(=O)NC(C)C)c1cccs1,-12,-12,nt,2,nt,nt,nt,3
CC(C)Sc1nc2c(cnn2-c2ccc(Cl)cc2)c(=O)[nH]1,3,-1,3,0,-1,4,8,1
O=C1C(c2ccc(F)cc2)N(Cc2ccc3c(c2)OCO3)C(=O)CN1C1CCCCCC1 (stereo not given),nt,nt,3,24,-23,-13,-1,nt
CN(C)c1cccc(NC(=O)c2cccc3c(-c4ccc(F)c(F)c4)coc23)c1,-184,nt,4,nt,-3,-6,-10,nt
O=C(NC1CCSc2ccccc21)c1cccc(Cl)c1 (stereo not given),-6,-3,-1,1,-4,nt,0,-18
COc1ccc(NC(=O)CSc2nc3nc(C)cc(C)c3c(=O)[nH]2)cc1,1,3,0,-4,5,-7,4,-7
COc1ccccc1-c1cnc2c(c1)C(=O)N([C@@H](C)CO)C[C@H](C)[C@H](CN(C)Cc1ccc(F)cc1)O2,2,-3,3,3,-20,-19,2,7
CC1(C)CC2CC(C)(CN2S(=O)(=O)c2cccc(C(=O)O)c2)C1 (stereo not given),10,nt,0,-4,-3,9,4,nt
CO[C@H]1CN(C)C(=O)c2cc(NC(C)=O)ccc2OC[C@@H](C)N(Cc2nccs2)C[C@@H]1C,nt,1,-3,-8,1,6,5,-3
c1csc(CNc2ncnc3ccc(-c4ccc5c(c4)OCO5)cc23)c1,5,nt,5,18,-21,-8,2,nt
OCCNc1nc2ccccc2nc1NCCO,10,nt,3,-6,7,11,-2,nt
O=c1[nH]c(=O)n(C2CCCO2)cc1F (stereo not given),0,nt,4&1,-1&3,-6,11,1&0,-7
COc1c(C(=O)Nc2nccs2)ccc2ccccc12,-103,19,-7,-4,nt,3,3,-72
Cc1ccccc1S(=O)(=O)N1C[C@@H](O)COC[C@H]2O[C@H](CC(=O)N3CCN(C)CC3)CC[C@@H]21,-15,11,-2,-3,1,10,-1,3
C[C@@H]1CN([C@H](C)CO)C(=O)c2cc(NS(=O)(=O)c3cccs3)ccc2O[C@@H](C)CCCCO[C@@H]1CN(C)C(=O)c1ccncc1,-45,-2,3,22,6,nt,-6,-5
Cc1c([N+](=O)[O-])cnc(Sc2ccccc2)c1[N+](=O)[O-],8,11,3,-1,-14,17,4,?
Cc1cc(C)c2c(N)c(C(=O)NN3CC(=O)N(c4cccc(Cl)c4)CC3=O)sc2n1,18,-2,nt,-1,nt,nt,nt,-6
O=C(Nc1ccc(S(=O)(=O)Nc2cnc3ccccc3n2)cc1)c1ccc(F)cc1,6,2,8,2,-1,2,-14,-7
CCC(=O)N1C[C@H]2[C@@H](c3ccccc31)[C@@H](CO)N2C(=O)CC1CC1,-26,-6,-2,-5,4,15,0,1
CCCNC(=O)c1nn2c(C(F)(F)F)cc(-c3ccccc3)nc2c1Br,15,nt,0,0,-6,-32,0,0
C[C@@H]1CN([C@@H](C)CO)C(=O)CCCn2cc(nn2)CO[C@@H]1CN(C)Cc1ccccc1C(F)(F)F,nt,-3,nt,nt,-11,7,nt,6
CCN1CCN(c2ccc(NC(=O)c3ccccc3F)cc2Cl)CC1,-154,5,-1,2,-6,1,7,-30
O=C(NCc1ccco1)C(NS(=O)(=O)c1cccc2nsnc12)c1ccccc1 (stereo not given),nt,15,0,-1,-11,-3,-5,nt
CCCC(=O)NC(c1ccc(OC)c(OC)c1)c1cc(Cl)c2cccnc2c1O (stereo not given),20,3,nt,nt,9,nt,nt,16
Cc1ccc(/C=C/C(=O)N2CCc3ccccc3C2)cc1,nt,nt,4,-1,2,15,-1,nt
Cc1ccc(-c2nc3ccc(Cl)cn3c2Cc2cccc(Cl)c2)cc1,-76,nt,0,nt,-12,-3,4,-106
O=C(NCCCNC(=O)c1ccco1)c1cccc(F)c1,-4,0,2,-3,nt,5,5,8
C[C@@H]1CN([C@H](C)CO)C(=O)c2cccc(NC(=O)C3CCOCC3)c2O[C@@H]1CN(C)Cc1ccc(Oc2ccccc2)cc1,4,-12,1,-4,-15,9,9,5
O=C(C[C@@H]1C=C[C@@H](NC(=O)C2CCC2)[C@@H](CO)O1)NC1CCC1,7,13,0,-13,-2,0,2,-2
COc1cccc(C(=O)Nc2ccc3c(c2)OC[C@H](C)NC[C@@H](C)[C@H](OC)CN(C)C3=O)c1,nt,1,-1,-4,-2,1,-4,0
C/C=C/C=C/C(=O)OC(C)C(=O)Nc1cc([N+](=O)[O-])ccc1OC (stereo not given),24,-3,nt,-2,-1,nt,nt,4
O=C(Cc1ccccn1)NCC[C@H]1CC[C@@H](NS(=O)(=O)c2ccc(F)cc2)[C@H](CO)O1,10,-4,-4,-1,0,6,3,5
CCC(=O)N1C[C@@H](C)[C@H](OC)CN(C)C(=O)c2ccc(NC(=O)c3ccno3)cc2OC[C@@H]1C,-8,-4,nt,nt,-2,nt,nt,12
O=C(NCCN1CCOCC1)c1ccc2c(c1)ncn2C1CCCCC1,nt,nt,1,-6,-5,6,-5,nt
C[C@]12c3[nH]c4ccc(Cl)cc4c3CCN1C(=O)[C@@H](CC(=O)NCCN1CCOCC1)C[C@@H]2C(=O)N1CCCCC1,2,-29,2,-2,-10,-4,0,0
COc1ccc(CCNC(=S)Nc2ccccc2C)cc1,nt,nt,11,-1,14,nt,-2,nt
COc1ccc(NC(=O)Nc2ccc3c(c2)[C@@H]2C[C@H](CC(=O)N(C)C)O[C@H](CO)[C@@H]2O3)cc1,nt,1,-4,1,-15,8,-4,-29
CC1CCCCC1NC(=O)c1ccc(NC2=NC3CS(=O)(=O)CC3S2)cc1 (stereo not given),8,nt,-2,10,-4,1,1,-20
COc1ccc(-c2oc3ccc(N4CCOCC4)cc3c2C#CCO)cc1,23,-6,26,8,-20,25,8,34
Cc1nn(CC(=O)N2c3ccccc3NC(=O)C2(C)C)c(C)c1[N+](=O)[O-],16,-9,nt,-6,nt,nt,nt,0
COc1ccc(S(=O)(=O)N2CN3CCN(C3)C2)cc1,13,4,1,-14,6,1,-1,-6
C[C@@H]1CCCCO[C@@H](CN(C)S(=O)(=O)c2cccs2)[C@H](C)CN([C@@H](C)CO)C(=O)c2cc(NC(=O)Cc3ccccc3)ccc2O1,-4,1,0,11,0,nt,-3,3
COc1ccc(NC(=O)Cn2c(=O)oc3cc(S(=O)(=O)N4CCCC4)ccc32)cc1,?,-11,1,nt,-27,3,nt,-9
CCCCCCCNC(=O)C1(CC2CC(c3cccc(Br)c3)=NO2)CCNCC1 (stereo not given),80*,nt,34,6,-1,-72,-5,nt
O=C(Nc1cnc2ccccc2c1)c1ccncc1,-63,1,-3,1,-8,21,nt,30
C=C(C)c1cccc(C(C)(C)NC(=O)N2CC(C)OC(C)C2)c1 (stereo not given),nt,nt,-1,0,-8,8,3,nt
CN1CCN(C(=O)C[C@H]2CC[C@@H]3[C@H](COC[C@@H](O)CN3C(=O)C3CCOCC3)O2)CC1,-3,9,3,-9,0,-17,10,-3
O=C(c1[nH]c(C(F)(F)F)nc1-c1ccccc1)N1CCN(c2ncccc2C(F)(F)F)CC1,9,-8,-2,nt,10,-16,2,2
COc1ccc(NC(=O)N(C)C[C@H]2Oc3c(NC(=O)Nc4ccccc4)cccc3C(=O)N([C@@H](C)CO)C[C@@H]2C)cc1,-16,12,4,1,5,25,0,5
COC(=O)c1cc(S(=O)(=O)NCc2ccccc2)cn1C,7,-3,1,28,nt,8,-4,4
O=C(C[C@@H]1CC[C@@H](NC(=O)c2ccccc2)[C@H](CO)O1)NCc1ccc(Oc2ccccc2)cc1,29,6,-1,4,-2,-5,-4,-6
Cc1ccc(C(=O)NCCC(=O)Nc2ccccc2C)cc1,18,1,-2,13,-9,1,7,2
CCN(CC)S(=O)(=O)c1ccc(OC)c(NC(=O)c2cc3c(=O)n4ccccc4nc3s2)c1,26,1,nt,1,nt,nt,nt,9
Cc1ccc(-c2cn(CCN)c(-c3ccc(Cl)nc3)n2)cc1,-3,4,-1,1,-5,24,-7,2
CCN(CC)S(=O)(=O)c1ccc(-c2cc(C(=O)OC)sc2C(F)(F)F)cc1,1,-2,2,nt,-8,nt,-1,9
COc1ccc(/C=C(\NC(=O)c2ccccc2)C(=O)NC2CCS(=O)(=O)C2)cc1 (stereo not given),15,-1,2,-7,5,nt,7,8

(further entries)
compound,PAX8 inh HTS,GSIS activator,Cneo AK release,ARNT-TACC3 inh,PGC1a acetyl inh,C2C12 statin,PglD inh,LGR2 antag
CCC(=O)Nc1ccc2c(c1)OC[C@H](C)N(Cc1ccccc1OC)C[C@@H](C)[C@H](OC)CN(C)C2=O,3,-9,0,0,-1,-11,0,-11
COC(=O)C1(C(=O)OC)NOC2C(=O)N(c3ccc(Cl)cc3Cl)C(=O)C21 (stereo not given),nt,-2,0,-3,1,134*,-1,-9
O=C(NCC1CCCO1)C(c1ccccn1)N(Cc1ccccc1Cl)C(=O)CN1C(=O)c2ccccc2S1(=O)=O (stereo not given),1,14,2,-2,1,8,0,2
COc1cc(N=Cc2c(O)c3ccccc3oc2=O)c(OC)cc1Cl,5,-1,-1,3,-8,-5,-6,0
COc1ccc(Cn2nnnc2C(c2cc3cc(C)cc(C)c3[nH]c2=O)N2CCOCC2)cc1 (stereo not given),nt,11,0,-4,-1,-13,2,8
Cc1cccnc1NC(=O)c1ccc([N+](=O)[O-])o1,-2,3,-2,-1,-11,nt,3,-11
Cc1cccc(NC(=O)CCN2C(=O)c3ccccc3S2(=O)=O)c1C,nt,nt,-2,-2,4,1,4,nt
Cc1ccc(-n2c(=O)c3c4c(sc3n3c(C)nnc23)COC(C(C)C)C4)cc1 (stereo not given),nt,nt,0,-5,-12,-1,2,nt
N#CC1(C#N)[C@@H](C(=O)C23CC4CC(CC(C4)C2)C3)C12CCOCC2,16,3,nt,4,nt,nt,nt,1
O=C(Nc1ccc(F)c(Cl)c1)c1ccc2c(=O)n3c(nc2c1)CCCCC3,-82,nt,9,2,-1,-4,nt,nt
CCCOc1ccccc1C1CC(=O)Nc2cc3c(cc21)OCO3 (stereo not given),nt,nt,2,-4,-14,nt,3,nt
Cc1nnc(SCC(=O)Nc2ccc(OC(F)F)c(Cl)c2)n(N)c1=O,-6,-5,2,-3,nt,12,8,0
O=C(N/N=C/c1cccnc1)/C(=C\c1cccs1)NC(=O)c1ccccc1,8,8,nt,-5,nt,nt,nt,-4

High-throughput results: PubChem BioAssay, Broad Institute
